From PubChem BioAssay
TbPYK inhibitor – qHTS of Trypanosoma Brucei Inhibitors; AID 624173, 2012; 410,000 compounds, 0.12% hits; TbPYK enzyme, Kinase-Glo Plus ATP luminescence, 45 min; Potency, µM (titrated, usually from 76.8 µM), for the others: at the highest dose activity, negative = inhibition, usual class: inhibitors; pyruvate kinase (Trypanosoma brucei), Q57TT1; note: potency is the fitted concentration of half-maximal effect; % is set by controls: 0 for no effect and ±100 for the full control effect; nearly all actives have a fitted effect of over 50% in size
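Readout: single end-point luminescence (Kinase-Glo Plus, 10 min). Reaction conditions were TbPYK/substrate plus 130 uM ADP, 45 min at RT, pH 7.2 TEA buffer. No-enzyme wells served as controls, and data were normalized before concentration-response fitting.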
CHX counter – Cycloheximide Counterscreen for Small Molecule Inhibitors of Shiga Toxin. cell reporter, cycloheximide protein synthesis inhibition counterscreen. max response, %. 300,000 compounds, 12% hits. AID 2314, 2010; in the data active = max response mostly above about 13%, no sharp cut-off; inactive = mostly below about 14%; note: read at 38.3 µM for the half of the compounds with a filed dose; 0% is about no effect
LmPK inhibitor – qHTS Assay for Inhibitors of Leishmania Mexicana Pyruvate Kinase (LmPK); AID 1721, 2009; purified LmPK, Kinase-Glo ATP luminescence, 1 h; 290,000 compounds, 0.37% hits; Q27686; Potency, µM (highest dose often 57.5 µM), for the others: at the top dose activity change, negative = inhibition, actives largely listed as inhibitors; note: potency is the fitted concentration of half-maximal effect; % is set by controls: 0 for no effect and ±100 for the full control effect
Target sequence (Q27686 whole entry, looked up): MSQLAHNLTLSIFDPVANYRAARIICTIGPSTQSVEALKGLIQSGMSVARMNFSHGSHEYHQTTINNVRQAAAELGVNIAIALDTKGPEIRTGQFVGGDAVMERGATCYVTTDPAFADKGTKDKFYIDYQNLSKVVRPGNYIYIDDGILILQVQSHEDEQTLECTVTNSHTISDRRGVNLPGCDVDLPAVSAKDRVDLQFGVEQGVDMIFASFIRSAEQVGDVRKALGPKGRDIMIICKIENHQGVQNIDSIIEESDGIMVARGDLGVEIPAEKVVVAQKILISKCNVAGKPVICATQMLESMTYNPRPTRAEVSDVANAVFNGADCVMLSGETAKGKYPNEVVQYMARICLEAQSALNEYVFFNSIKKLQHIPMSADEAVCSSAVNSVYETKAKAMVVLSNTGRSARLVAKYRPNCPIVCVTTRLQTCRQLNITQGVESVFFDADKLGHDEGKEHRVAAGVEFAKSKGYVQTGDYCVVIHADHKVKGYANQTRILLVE
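Purified LmPK (0.1 nM) with 0.5 mM PEP and 0.1 mM ADP in imidazole buffer pH 7.2 with MgCl2/KCl, 1 h at room temperature. ATP formed was read by luciferase luminescence and normalized to no-enzyme and uninhibited controls.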
Shiga inhibitor – A qHTS for Small Molecule Inhibitors of Shiga Toxin | Vero cells, Shiga toxin protein synthesis inhibition reporter | inhibition, % at 38.7 µM | 290,000 compounds, 9.2% hits; in the data active = inhibition mostly above about 28%, no sharp cut-off; inactive = mostly below about 43%; note: 0% is about no effect
Pf growth 96h – Primary qHTS for delayed death inhibitors of the malarial parasite plastid, 96 hour incubation; P. falciparum luciferase reporter growth, 96 h; Potency, µM (highest dose often 28.7 µM), inactives show at the highest dose activity change, negative = inhibition, actives largely listed as inhibitors; 320,000 compounds, 6.9% hits; note: potency is the fitted concentration of half-maximal effect; % is set by controls: 0 for no effect and ±100 for the full control effect
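96 h incubation, 37 C, 5% CO2, of luciferase-reporter P. falciparum-infected RBCs (2% hematocrit, 0.05% parasitemia final) with test compounds; endpoint luminescence.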
Pf growth 48h – Primary qHTS for delayed death inhibitors of the malarial parasite plastid, 48 hour incubation | Potency, µM (titrated, usually from 28.7 µM), for inactives: at the highest dose activity change, negative = inhibition, most hits filed as inhibitors | 310,000 compounds, 5.9% hits | AID 504832, 2011 | P. falciparum luciferase growth in erythrocytes, 48 h; note: potency is the fitted concentration of half-maximal effect; % is set by controls: 0 for no effect and ±100 for the full control effect
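Luciferase-expressing parasites in RBCs, 2% Hct / 0.1% parasitemia final; RPMI 1640 + 0.5% Albumax; 37 C, 5% CO2, one generation; luminescence read-out, lower signal = inhibition.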
AmpC no deterg – qHTS Inhibitors of AmpC Beta-Lactamase (assay without detergent) | AID 485341, 2010 | 330,000 compounds, 0.52% hits | AmpC nitrocefin hydrolysis, absorbance 480 nm, 0.0001% Triton | Potency, µM (highest dose often 57.1 µM), without a hit: at the highest dose activity change, negative = inhibition, hits mostly inhibitors;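 note: potency is the fitted concentration of half-maximal effect; plate controls were no compound for no effect and no enzyme for full effect; nearly all actives have a fitted effect of over 20% in size; some results filed as inactive show a strong effect at the top dose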
Target sequence (P00811 whole entry, looked up): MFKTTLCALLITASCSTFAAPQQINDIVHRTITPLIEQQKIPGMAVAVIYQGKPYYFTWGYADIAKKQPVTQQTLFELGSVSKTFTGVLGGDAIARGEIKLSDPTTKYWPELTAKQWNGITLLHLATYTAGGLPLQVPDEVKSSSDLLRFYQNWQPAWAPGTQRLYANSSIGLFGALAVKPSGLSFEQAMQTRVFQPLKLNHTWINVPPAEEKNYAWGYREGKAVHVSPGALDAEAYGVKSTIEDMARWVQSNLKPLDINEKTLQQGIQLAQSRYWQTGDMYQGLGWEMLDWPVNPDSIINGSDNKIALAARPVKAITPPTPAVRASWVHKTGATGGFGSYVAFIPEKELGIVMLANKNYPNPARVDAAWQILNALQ
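AmpC (5.3 nM in the dispensed reagent) in 20 mM phosphate pH 7.0 with 0.01% (detergent screen) or 0.0001% Triton X-100 was preincubated with compounds for 15 min at room temperature. Nitrocefin was then added from an 800 uM solution, and hydrolysis was followed at 480 nm.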
Active calls of the source: *; ? = inconclusive; . = not tested or not shown; & = joins results of further samples; [ ] = remark or other dose. Unless noted, calls come from the whole dose curve; as a rule, active = well fitted curve in the direction sought with a large enough effect; inconclusive = small, poorly fitted or top-dose-only effect, or another doubt; inactive = no such curve, though single readings can be large; an effect the other way counts as inactive or inconclusive.

SMILES	TbPYK inhibitor	CHX counter	LmPK inhibitor	Shiga inhibitor	Pf growth 96h	Pf growth 48h	AmpC no deterg
OC(c1ccc(F)cc1)C(CN1CCOCC1)c1ccccc1 (centres undefined)	-3%	-8	8%	-4	10µM*	12µM*	-3%
CCC(C)NCCOc1cc(C)cc(C)c1C (centres undefined)	-2%	-2	-3%	1	-15%	-12%	-10%
C=CCOc1ccccc1/C=c1\sc2nc(=O)c(C)nn2c1=O	-1%	-6	-2%	6	?	?	-34%
COC(=O)C1CCN(C(=O)Cc2ccc(OC)c(OC)c2)CC1	-7%	6	1%	-2	13%	5%	-4%
Cc1nc2ccccc2c2oc(C(=O)NCC3COc4ccccc4O3)cc12 (centres undefined)	-7%	-3	1%	-6	8%	2%	144%[activator]
COC(=O)c1c(=O)n(O)c2ccc(OC)cc2[n+]1[O-]	-5%	-1	2%	30	-5%	22%	-10%
CCn1c(CSc2nc3ccccc3[nH]2)n[nH]c1=S	?	-2	-24%	18	.	16%	-45%
COC(=O)C1=C(C)NC2=C(C(=O)CCC2)C1c1cn(Cc2ccc(Cl)cc2Cl)nc1-c1ccccc1 (centres undefined)	1%	11	1%	-2	1.9µM*	2.6µM*	40%
Cn1c(CSCc2ccc(Cl)c(Cl)c2)nnc1SCC(=O)Nc1nccs1	2%	-3	0%	-2	.	?	-25%
COc1ccc(Cn2c(=O)c3[nH]cnc3n(-c3ccc(C)cc3)c2=O)cc1	2%	6	-2%	-7	2.3µM*	?	-8%
CC(C)(C)c1ccc(O)c(N=Cc2c(O)ccc3ccccc23)c1	-13%	4	1%	9	?	?	-32%
O=C1CC(C(=O)N2CCOCC2)C2(CCCCC2)O1 (centres undefined)	4%	-1	-3%	-12	.	-12%	-12%

Structures shown so far containing an aryl thioether with sulfur outside any ring:
SMILES	TbPYK inhibitor	CHX counter	LmPK inhibitor	Shiga inhibitor	Pf growth 96h	Pf growth 48h	AmpC no deterg
CCn1c(CSc2nc3ccccc3[nH]2)n[nH]c1=S	?	-2	-24%	18	.	16%	-45%
Cn1c(CSCc2ccc(Cl)c(Cl)c2)nnc1SCC(=O)Nc1nccs1	2%	-3	0%	-2	.	?	-25%

More compounds follow:
SMILES	TbPYK inhibitor	CHX counter	LmPK inhibitor	Shiga inhibitor	Pf growth 96h	Pf growth 48h	AmpC no deterg
O=C(Nc1ccc(F)cc1)c1ccc(COc2ccccc2)cc1	-10%	-1	-6%	-4	27%	-3%	-25%
CCOC(=O)C1CCN(C(=O)COc2ccc(S(=O)(=O)NC(C)(C)C)cc2)CC1	-3%	-3	1%	-4	.	-26%	-2%
O=C(NCC(=O)N1CCCC(C(F)(F)F)C1)c1ccc(Oc2ccccc2)cc1 (centres undefined)	-7%	20	-6%	21*	?	-4%	-8%
NC(=O)c1cc(S(=O)(=O)NCCCc2ccccc2)cs1	-2%	-3	4%	-8	22%	?	-20%
CC[n+]1c(C)sc2c3ccsc3ccc21	4µM*	10	-10%	-3	33%[activator]	15µM*	68%[activator]
CN(CC(=O)N1CCN(c2cccc(Cl)c2)CC1)S(=O)(=O)c1cccs1	-1%	5	5%	15	.	-11%	57%
Cn1c(=O)c(=O)n(C)c2cc(S(=O)(=O)N3CCN(c4ccc(F)cc4)CC3)ccc21	-2%&-3%	-3	1%	-9	17%	-2%	-19%
Cc1ccc(NS(=O)(=O)c2ccc(C(=O)N3CCCCCC3)cc2)cc1	-8%	.	.	.	?	10µM*	-3%
O=C1CCCc2sccc2N1	-1%	8	3%	31	3.3µM*	19%	-10%
CCOC(=O)CC(NC(=O)c1cc2cc(Br)ccc2oc1=O)c1cccc([N+](=O)[O-])c1 (centres undefined)	-9%	4	-2%	-10	-7%	26%	-26%
O=C(CSc1nnc(Cc2cc(=O)[nH]c(=O)[nH]2)n1-c1ccccc1)N1CCCCC1	-9%	-4	1%	-2	?	.	-14%
COc1ccc(C(=O)N/C(=C\c2ccccc2)C(=O)N2CCOCC2)cc1	4%	-1	-13%	-27	3%	2%	-5%

Two entries picked at random from the list so far, as already listed:
SMILES	TbPYK inhibitor	CHX counter	LmPK inhibitor	Shiga inhibitor	Pf growth 96h	Pf growth 48h	AmpC no deterg
CCOC(=O)CC(NC(=O)c1cc2cc(Br)ccc2oc1=O)c1cccc([N+](=O)[O-])c1 (centres undefined)	-9%	4	-2%	-10	-7%	26%	-26%
Cn1c(=O)c(=O)n(C)c2cc(S(=O)(=O)N3CCN(c4ccc(F)cc4)CC3)ccc21	-2%&-3%	-3	1%	-9	17%	-2%	-19%

(cont.)
SMILES	TbPYK inhibitor	CHX counter	LmPK inhibitor	Shiga inhibitor	Pf growth 96h	Pf growth 48h	AmpC no deterg
O=C(CCCOC(=O)c1ccc(O)cc1O)c1ccc(F)cc1	-2%	.	.	.	4%	0%	-23%
CCc1ccccc1NS(=O)(=O)c1cc2c3c(c1)CCN3C(=O)CC2	5%	.	.	.	-15%	-21%	6%
CC(C)Oc1cccc(OCCN2C(=O)c3ccccc3C2=O)c1	7%	27*	-2%	36*	244%[activator][5.75 µM]	9%	12%
CCOc1ccc(NC(=O)c2sc(N3CCOCC3)nc2-c2ccccc2)cc1	-11%	0	-3%	-11	40%[activator]	8%	-18%
Cc1ccc(NC(=O)CN(C)C(=O)Cc2ccc(Cl)c(Cl)c2)cc1	-5%	8	11%	43	?	?	-6%
COc1cc2c3c(c1OC)C1(C=CC(=NNC(N)=O)C=C1)CC3N(C(C)=O)CC2 (centres undefined)	0%	-3	3%	3	39%[activator]	8%	-16%
CCOC(=O)[C@@H]1[C@H]2COc3ccc(Br)cc3[C@@H]2N2C(=O)N(c3ccccc3)C(=O)[C@@]12C	2%	-3	-9%	-12	?	-8%	64%[activator]
CC(=O)NNC(=S)Nc1cc(S(=O)(=O)N(C)C)ccc1C	4%	-2	1%	-11	8%	-20%	4%
C/C(CC(=O)NC(C)c1ccccc1)=N\NC(N)=S (centres undefined)	-1%	0	-2%	12	-26%	-13%	-2%
Cc1ccccc1N1CCN(C2CCCN(C(=O)CCn3cnnn3)C2)CC1 (centres undefined)	10%	4	-1%	-9	33%[activator]	9%	41%
CCc1nnc(NC(=O)CSc2nnc(C3CCCCC3)n2-c2ccccc2)s1	7%	-4	5%	-17	32%[activator]	-5%	23%
Cc1ccc(-c2cc(C(=O)NCc3ccco3)c3ccccc3n2)s1	?	9.3*	6%	29	-3%	6%	-27%

Entries of single compounds as entered above. Values in the order: TbPYK inhibitor | CHX counter | LmPK inhibitor | Shiga inhibitor | Pf growth 96h | Pf growth 48h | AmpC no deterg
`CCc1nnc(NC(=O)CSc2nnc(C3CCCCC3)n2-c2ccccc2)s1` is listed as 7% | -4 | 5% | -17 | 32%[activator] | -5% | 23%
`CC(=O)NNC(=S)Nc1cc(S(=O)(=O)N(C)C)ccc1C` is listed as 4% | -2 | 1% | -11 | 8% | -20% | 4%
`CCc1ccccc1NS(=O)(=O)c1cc2c3c(c1)CCN3C(=O)CC2` is listed as 5% | . | . | . | -15% | -21% | 6%
`CC(C)Oc1cccc(OCCN2C(=O)c3ccccc3C2=O)c1` is listed as 7% | 27* | -2% | 36* | 244%[activator][5.75 µM] | 9% | 12%
`CCOc1ccc(NC(=O)c2sc(N3CCOCC3)nc2-c2ccccc2)cc1` is listed as -11% | 0 | -3% | -11 | 40%[activator] | 8% | -18%

Continued.
SMILES	TbPYK inhibitor	CHX counter	LmPK inhibitor	Shiga inhibitor	Pf growth 96h	Pf growth 48h	AmpC no deterg
CC1CCN(C(=S)NC(=O)c2ccc(C(C)(C)C)cc2)CC1	4%	5	0%	5	?	?	-19%
CC12CC(NC(=O)N1c1cccc(C(=O)NCc3ccccc3)c1)c1ccccc1O2 (centres undefined)	.	-3	0%	-15	-4%	?	25%
O=C(c1ccco1)N1CCN(C(=O)c2cc3cc([N+](=O)[O-])ccc3oc2=O)CC1	-5%	-4	3%	-5	?	8%	-14%
CC(=O)c1sc2nc(-c3ccco3)ccc2c1N	?	32*	5%	76*	267%[activator]	172%[activator]	-25%
COc1ccc(C(=O)NC(=S)NCc2ccccc2)cc1OC	-2%	-1	0%	1	10%	-8%	75%[activator]
COc1ccc2c(C)c(CC(=O)N3C[C@H]4C[C@@H](C3)c3cccc(=O)n3C4)c(=O)oc2c1OC	-2%	-2	0%	16	?	?	-14%
Cc1ccc(-n2c(SCC(=O)Nc3ccc4c(c3)OCCO4)nnc2-c2ccco2)cc1	1%	-3	0%	-13	.	?	.
O=C(NCCN1CCOCC1)C1CC(=O)N(c2ccc(F)cc2)C1 (centres undefined)	-15%	-7	0%	-6	-10%	12%	-11%
Cc1ccc(-c2nnc(SCC(C)C)n2C)cc1	5%	34*	-3%	138*	49%[activator]	43%[activator]	-11%
CC(=O)c1cccc(NC(=O)C(C)OC(=O)c2cc(C)oc2C)c1 (centres undefined)	-8%	.	.	.	10%	-24%	-4%
CC(=O)NC(Cc1ccc(F)cc1)C(=O)NC1CCN(C(=O)NCc2ccccc2)CC1 (centres undefined)	-4%	-7	-1%	-8	27%	24%	-2%
C[C@@H](CN1C2=NC[C@H](C)N2C[C@H]1Cc1ccc(O)cc1)NC(=O)CCC1CCCCC1	-7%	-4	4%	-11	?	-14%	2%
CCN(CC)C(=S)NCCc1ccccc1	-13%	15	1%	20	-1%	35%	1%

Look-ups from the list.
In AmpC no deterg, Cc1ccc(-c2nnc(SCC(C)C)n2C)cc1 reads -11%
In CHX counter, COc1ccc2c(C)c(CC(=O)N3C[C@H]4C[C@@H](C3)c3cccc(=O)n3C4)c(=O)oc2c1OC reads -2
